# Screening results (PubChem)
# Dengue-2 NS5 capping: Dengue-2 NS5 methyltransferase inhibitors, primary screen, biochemical, confirmation dose response (AID 588689); 340,000 tested, 0.3% active; Dengue-2 NS5 methyltransferase capping enzyme assay, biochemical; higher % means a stronger effect; inhibition, % at 25 µM; hits with a dose series show IC50 in µM; in the data active means a potency from the dose series; inconclusive means inhibition above about 29% without an active follow-up result
# Salmonella PhoP GFP: inhibitors of PhoP regulon expression, primary screen, Salmonella Typhimurium, GFP reporter (AID 1863). 300,000 tested, 0.16% active. S. Typhimurium PhoP-regulated promoter GFP reporter, 4 h; higher % means a stronger effect. inhibition, % at 50 µM, or IC50 in µM where a hit was titrated;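 active means inhibition over 29.93%, a cutoff 3 SD above the screen mean, later confirmed by dose response; inconclusive means inhibition over 29.93% but no dose response follow-up; inactive means inhibition at most 29.93% or unconfirmed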;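 further: 0% = low Mg2+ inducing control and 100% = high Mg2+ repressing control; strong numbers were not always called active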
# K1F lysis inhibition: protection from phage-mediated lysis, alamar blue read-out – E. coli UTI89, K1F phage, bacterial capsule biogenesis inhibitors (AID 488966); E. coli UTI89 K1F phage lysis, alamar blue, 2 h; higher % means a stronger effect; inhibition, % at 100 µM; hits with a dose series show IC50 in µM; 340,000 tested, 0.02% active;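 active means phage lysis inhibition, versus mean bacterial control, above a set limit; inconclusive means no clear call, values can overlap the other calls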;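 further: capsule biogenesis inhibitors block K1F phage lysis so surviving cells raise fluorescence; higher fluorescence means more inhibition of phage lysis; actives were called in the ten point dose series up to 300 µM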
# MgcRacGAP inhibition: MgcRacGAP GTPase-activating activity inhibitors, confirmation, biochemical, ADP Hunter fluorescence; MgcRacGAP-stimulated Rac1 GTP hydrolysis, ADP Hunter fluorescence; higher % means a stronger effect; GST-tagged Rac1 F28L mutant substrate; AID 624330; 340,000 tested, 0.6% active; inhibition, % at 30 µM, or IC50 in µM where a hit was titrated;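 active means first-screen hits whose inhibition reached a set limit at any dose in the follow-up dose series; inconclusive means inhibition above the set first-screen limit but never retested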;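 further: fluorescence reports GDP produced by GAP-driven GTP hydrolysis; strong numbers were not always called active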
# GPR55 LPI antagonism: inhibition of LPI-stimulated GPR55 beta-arrestin translocation – imaging, U2OS, beta-arrestin-GFP, LPI agonist, primary screen (AID 2013); U2OS GPR55 beta-arrestin-GFP translocation imaging, LPI antagonism; higher % means a stronger effect; inhibition, % at 10 µM; hits with a dose series show IC50 in µM; 290,000 tested, 0.13% active;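 active means spots per cell inhibited over 60%, with over 100 cells counted and total cytoplasm intensity under 500,000; inconclusive means wells with under 100 cells, flagged as likely toxic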;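 further: U2OS cells stably carrying GPR55 and arrestin-GFP stimulated by 5 µM LPI near EC80; imaged beta-arrestin-GFP aggregate spots per cell after agonist stimulation; plate controls were LPI-stimulated DMSO wells for no effect and DMSO wells without LPI for full effect; some results filed as inactive read as strong as hits; confirmed hits need IC50 under 10 µM and bright autofluorescent wells are also inconclusive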
# HIV peptide binding: inhibitors of HIV fusion peptide binding, primary screen, biochemical, uHTS, fluorescence dequenching (AID 1986). one-dose inhibition, % at 20 µM; IC50 in µM for titrated hits. 290,000 tested, 0.3% active. cell-free peptide binding, fluorescence dequenching, 30 min; higher % means a stronger effect; in the data active means inhibition mostly above about 52%, no sharp cut-off; inactive means mostly below about 76%; further: some results filed as inactive read as strong as hits
# RSV antiviral HEp-2: inhibition of RSV-induced cytopathic effect – HEp-2 cells, primary 10 µM value included (AID 2391); 310,000 tested, 0.13% active; HEp-2 cells, RSV-induced CPE inhibition; higher % means a stronger effect; one-dose CPE inhibition, % at 10 µM; IC50 in µM for titrated hits; in the data active means a potency from the dose series; inconclusive means CPE inhibition mostly from about 23% at the one dose, without a potency; inactive means the rest, 99 in 100 with CPE inhibition below about 21%; further: strong numbers were not always called active
# GPR35 arrestin U2OS: inhibition of zaprinast-stimulated GPR35 beta-arrestin translocation – imaging, U2OS, beta-arrestin-GFP, zaprinast agonist, primary screen (AID 2058); inhibition, % at 10 µM, or IC50 in µM where a hit was titrated; 290,000 tested, 0.052% active; U2OS GPR35 beta-arrestin-GFP translocation imaging, zaprinast antagonism; higher % means a stronger effect;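 active means inhibition of at least 50% with at least 30 cells and total cytoplasm GFP at most 10,000,000; inconclusive means under 30 cells or total GFP of 10,000,000 plus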
# Large T inhibition: SV40 large T antigen inhibitors, biochemical (AID 1903) | inhibition, % at 20 µM; hits with a dose series show IC50 in µM | 310,000 tested, 0.39% active | SV40 large T antigen ATPase/helicase inhibition assay; higher % means a stronger effect; in the data active means a potency from the dose series; inconclusive means inhibition mostly from about 32% at the one dose, without a potency; inactive means the rest, 99 in 100 with inhibition below about 32%; further: strong numbers were not always called active
# Dengue-2 NS5 capping pilot replicate: also measured in Dengue-2 NS5 capping; calls as there; inhibition, %; measured here: pilot screen replicate inhibition
# Numbers without * were called inactive; ? = inconclusive; . = no result given; [ ] = dose if it differs, or a comment. The order is random, and some 1.5% of all compounds hit somewhere here.
SMILES,Dengue-2 NS5 capping,Salmonella PhoP GFP,K1F lysis inhibition,MgcRacGAP inhibition,GPR55 LPI antagonism,HIV peptide binding,RSV antiviral HEp-2,GPR35 arrestin U2OS,Large T inhibition,others
Cc1nnc(SCC(=O)N2CCN(c3ccccc3)CC2)n1-c1ccccc1,9.7%,-6.9%,0.0%,8.7%,20.4%,3.8%,1.2%,-2.5%,-11.9%,
CCCNS(=O)(=O)c1cccc(C(=O)NC2CCCc3ccccc32)c1 (centres undefined),0.7%,4.5%,-0.4%,-7.7%,10.2%,0.3%,2.5%,2.3%,5.0%,Dengue-2 NS5 capping pilot replicate=0.0
COC(=O)c1c(N2C(=O)[C@H]3[C@@H](C2=O)[C@]2(C(=O)Nc4c(C)cc(C)cc42)N2CCC[C@@H]32)sc(C)c1C,-0.8%,0.8%,-0.8%,-5.1%,-1.2%,18.5%,-2.8%,-15.6%,8.2%,
Cc1ccc(NCCCCO)cc1C,-4.2%,10.6%,-1.9%,35.9µM*,-4.3%,-1.5%,-0.2%,1.3%,26.7%,
CCOC(=O)C1CCCN(C(=O)CCC(=O)Nc2ccc3nc(N4CCOCC4)cc(C)c3c2)C1 (centres undefined),-0.6%,3.8%,0.5%,6.0%,1.7%,-3.3%,-1.0%,11.9%,10.0%,
CC1=C(C)CC(C(=O)Nc2ccc(C(N)=O)cc2)C(C(=O)O)C1 (centres undefined),-8.1%,-2.0%,0.1%,2.4%,-1.1%,2.2%,1.0%,3.1%,8.3%,
COC(=O)c1c(NC(=O)c2cccc(N3C(=O)CCC3=O)c2)sc2c1CCN(C(C)=O)C2,-1.3%,0.2%,1.1%[50 µM],10.1%,0.7%,0.6%,2.0%,-0.6%,10.7%,
CC(C)(C)Nc1nc2cc([N+](=O)[O-])ccc2o1,-10.1%,-12.7%,0.7%,1.9%,-4.4%,-0.9%,1.7%,10.2%,8.9%,
O=C(CSc1nnnn1-c1ccc2c(c1)OCCO2)OC1CCCCC1,6.1%,0.7%,0.4%,-0.1%,14.6%,0.8%,1.2%,-1.1%,-2.9%,
Cn1c(NC(=O)c2ccccc2)c(-c2ccccn2)c(=O)c2ccccc21,-1.6%,11.4%,3.8%,3.9%,5.8%,-0.2%,1.1%,-4.4%,3.2%,
CCCCCCCCCC[n+]1cccc2c3ccccc3ccc21,-6.9%,23.1µM*,-0.7%,16.3%,1.9%,-3.3%,.,-11.3%,23.8%,
CCN(CC)C(=O)CSc1nc2ccccc2c(=O)n1CC,-0.7%,9.6%,0.6%,9.4%,5.0%,1.4%,0.9%,3.6%,12.0%,
Cc1ccc(C=Nc2ccccc2C(N)=O)o1,-0.7%,-0.2%,0.1%,-16.6%,-4.6%,0.0%,0.3%,-5.0%,4.4%,
CCOC(=O)N1CCN(C(=O)CSC2=NS(=O)(=O)c3cc(Cl)ccc3N2)CC1,0.0%,9.7%,0.4%[50 µM],8.6%,.,.,2.5%,.,6.0%,
CCNC(=O)c1ccccc1-c1nc(-c2ccccc2Cl)no1,-2.4%,3.8%,5.1%,4.6%,3.2%,-1.5%,1.3%,-2.9%,4.4%,
CC1(NC(=O)c2ccccc2)CCN(CCCc2ccccc2)C1=O (centres undefined),-1.6%,.,2.1%,4.8%,.,.,-0.2%,.,.,
Cc1ccnc(SCC(=O)Nc2oc(-c3ccccc3)c(-c3ccccc3)c2C#N)n1,6.7%,5.3%,1.1%,6.2%,9.3%,2.1%,2.1%,-4.0%,2.8%,
Cc1cccc(NC(=O)c2cc(S(=O)(=O)N3CCc4ccccc43)cn2C)c1C,2.1%,.,0.5%,6.3%,-9.3%,-0.6%,1.6%,8.0%,15.2%,
O=C(COC(=O)c1ccccc1NCCO)Nc1cccc(S(=O)(=O)NC2=NCCCCC2)c1,4.3%,-10.8%,1.8%[50 µM],6.1%,.,.,1.1%,.,13.7%,
CCOC(=O)c1sc2nc(C)nc(NC3CCC(O)CC3)c2c1C (centres undefined),-1.6%,2.2%,0.2%,4.8%,-3.5%,1.1%,2.1%,7.9%,4.2%,
C/C=C\C(=O)Nc1cccc(C2=NOC3(C2)C[C@@H](C(N)=O)N(C(=O)CCCCC)C3)c1 (some centres undefined),0.0%,-3.0%,2.8%,9.6%,13.3%,0.2%,0.8%,9.2%,-0.5%,
COc1cc(C2C(C(C)=O)=C(O)C(=O)N2c2ccc(C)cc2)ccc1O (centres undefined),4.8%,0.0%,-0.1%,1.8%,5.4%,0.2%,0.6%,12.5%,15.3%,
CCOC(=O)c1cccc(NC(=O)c2cc(C)nn2-c2ccccc2)c1,-3.9%,-0.2%,-0.1%,3.4%,4.3%,-1.2%,0.4%,-1.6%,3.7%,
Cc1cc(Cl)c2oc(C(=O)N3CCCCC3CCN3CCCC3=O)c(C)c2c1 (centres undefined),3.9%,-3.1%,-0.5%[50 µM],6.4%,-14.4%,1.8%,3.7%,-7.1%,5.8%,
O=C1/C(=C/c2cccs2)CCc2ccccc21,-2.5%,9.8%,0.0%,2.5%,7.1%,-1.5%,0.0%,-3.7%,9.6%,
Clc1ccccc1-c1nnc(-c2ccccc2Cl)o1,-6.8%,4.8%,5.7%,3.4%,-0.2%,2.1%,-0.1%,8.7%,23.2%,
NC(=O)c1c(NC(=O)c2ccco2)sc2c1CCC2,-4.2%,8.7%,1.5%,-8.2%,-3.9%,-1.7%,10.9%,-3.5%,16.0%,
c1ccc(C2=Nn3c(nnc3-c3n[nH]c4c3CCC4)SC2)cc1,-4.9%,7.9%,-0.3%,8.0%,-13.4%,-0.7%,1.9%,8.9%,7.4%,
COc1ccc(C(=O)Nc2ccnn2C2CCN(Cc3ccccn3)CC2)cc1,9.1%,-3.8%,6.8%,7.4%,11.0%,3.9%,-0.3%,12.0%,5.7%,
O=C(N/N=C/c1cccnc1)c1ccccc1OCc1cccc(Br)c1,-5.9%,7.7%,-0.7%,6.3%,0.9%,-2.5%,-1.2%,-20.2%,10.8%,
O=C1OCCC1Sc1nc2cc(Cl)ccc2s1 (centres undefined),-7.3%,-2.0%,1.0%,-4.6%,1.0%,-1.5%,0.1%,0.2%,15.8%,
COc1cccc(/C=N/n2cncn2)c1OCC#N,0.0%,7.3%,-0.2%,7.7%,5.4%,-0.3%,3.7%,9.7%,12.8%,
CN1C(=O)C(O)(CC(=O)/C=C/C=C/c2ccccc2)c2ccccc21 (centres undefined),-3.8%,21.3%,0.6%[50 µM],5.3%,9.0%,-0.7%,-0.1%,8.3%,-13.3%,
CCC(C)(C)NC(=O)c1ccc2c(c1)N(CC(=O)N1CCCC1)C(=O)C(C)(C)O2,8.9%,4.6%,0.4%,11.7%,-13.9%,-0.6%,0.9%,4.1%,10.2%,
CC1CCc2c(sc(NC(=O)c3nc4ncccn4n3)c2C#N)C1 (centres undefined),-8.7%,1.7%,0.0%,9.6%,-3.2%,0.3%,2.4%,0.5%,25.0%,
Cc1ccc(C(=O)OC(C)C(=O)N(C)C2CCCCC2)cc1S(=O)(=O)N1CCCCC1 (centres undefined),0.0%,.,0.2%[50 µM],4.3%,.,.,4.8%,.,.,
O=C(Nc1ccc(-n2ccc(C(F)(F)F)n2)cc1)c1cccs1,-3.2%,0.2%,0.0%,5.2%,8.0%,1.1%,?,-11.7%,0.7%,
Cc1ccc(C2CC(C(F)(F)F)n3nc(C(=O)NCC4CCCO4)cc3N2)cc1 (centres undefined),.,4.8%,.,.,7.2%,0.5%,.,5.3%,-1.6%,
COC(=O)c1sccc1NC(=S)OC,2.3%,1.9%,0.0%,7.9%,-16.3%,0.5%,-0.1%,1.2%,13.4%,
CCOC(=O)c1sc(=NC(=O)C2CC2)n(C)c1C,2.3%,-7.2%,0.5%,4.0%,8.0%,0.3%,-1.1%,1.5%,1.8%,
COc1cccc(/C=N/Nc2nc(Nc3ccccc3)nc(-n3nc(C)cc3C)n2)c1O,3.4%,10.2%,0.8%,5.9%,9.7%,0.2%,-1.5%,-0.1%,10.3%,
CCCCOc1cccc(C2/C(=C(\O)c3ccc4c(c3)OCCO4)C(=O)C(=O)N2CCN2CCOCC2)c1 (centres undefined),1.8%,-4.0%,-1.2%,8.6%,4.8%,0.6%,-0.2%,-3.5%,7.8%,
O=C1CC(NNC(=O)c2cccc(F)c2)C(=O)N1 (centres undefined),0.8%,-6.1%,0.0%,-1.6%,-6.3%,-1.3%,.,-10.4%,9.7%,
Cc1ccc(C2=NN=C(NC(=O)CSc3nncn3C)SC2)cc1,-0.8%,-2.3%,-0.2%,256µM*,2.2%,0.8%,3.6%,5.6%,29.1%,
CC(C)NS(=O)(=O)c1ccc(Oc2ncc(C(F)(F)F)cc2Cl)cc1,-8.9%,17.3%,0.2%,5.3%,4.2%,-0.3%,15.0%,-3.7%,-4.2%,
CSc1nnc(C(C)(C)C)c(=O)n1/N=C/c1ccc(Cl)cc1,-5.4%,-7.2%,0.0%,4.4%,5.8%,-0.1%,.,6.3%,4.1%,
Cc1cc(C)nc(Nc2cc([N+](=O)[O-])ccc2C)n1,-2.2%,2.2%,-0.9%,9.4%,-5.2%,1.1%,3.9%,11.3%,23.0%,
COC(=O)c1ccc(NC(=O)NC2CCCCC2)cc1,-3.7%,-10.1%,2.6%,2.5%,-16.0%,1.7%,3.0%,7.0%,4.7%,
COC(=O)c1cc(NC(=O)c2cc(C(C)(C)C)nn2Cc2cccc(C)c2)ccc1N1CCOCC1,-6.9%,5.5%,-0.1%,0.1%,10.4%,-2.0%,6.4%,5.9%,0.4%,

# 2 compounds drawn at random from the list so far:
SMILES,Dengue-2 NS5 capping,Salmonella PhoP GFP,K1F lysis inhibition,MgcRacGAP inhibition,GPR55 LPI antagonism,HIV peptide binding,RSV antiviral HEp-2,GPR35 arrestin U2OS,Large T inhibition,others
CCCCOc1cccc(C2/C(=C(\O)c3ccc4c(c3)OCCO4)C(=O)C(=O)N2CCN2CCOCC2)c1 (centres undefined),1.8%,-4.0%,-1.2%,8.6%,4.8%,0.6%,-0.2%,-3.5%,7.8%,
Cc1cc(C)nc(Nc2cc([N+](=O)[O-])ccc2C)n1,-2.2%,2.2%,-0.9%,9.4%,-5.2%,1.1%,3.9%,11.3%,23.0%,
